High-throughput results from PubChem BioAssay.
OX1R antag-1 = OX1R (human) antagonism; OX1R-expressing cells, FRET antagonist read-out; hit rate 1.8% among 330,000; AID 485270; inhibition, % at 6.6 µM; in the data active = inhibition mostly above about 38%, no sharp cut-off; inactive = mostly below about 40%;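 note: 0% = agonist challenge alone and 100% = reference antagonist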
Target sequence (O43613 whole entry, looked up): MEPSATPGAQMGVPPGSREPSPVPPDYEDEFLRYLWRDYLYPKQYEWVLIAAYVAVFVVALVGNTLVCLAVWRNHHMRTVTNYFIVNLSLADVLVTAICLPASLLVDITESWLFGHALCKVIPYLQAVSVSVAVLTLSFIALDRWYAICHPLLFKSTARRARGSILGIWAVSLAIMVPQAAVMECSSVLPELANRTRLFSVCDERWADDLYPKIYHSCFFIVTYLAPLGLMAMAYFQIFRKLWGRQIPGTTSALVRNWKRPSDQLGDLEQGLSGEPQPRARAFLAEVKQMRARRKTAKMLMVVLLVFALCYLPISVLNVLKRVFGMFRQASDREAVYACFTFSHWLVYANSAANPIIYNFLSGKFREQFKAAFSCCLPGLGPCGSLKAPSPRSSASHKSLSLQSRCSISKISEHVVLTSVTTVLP
OX1R antag-2 = blocks the human orexin 1 receptor | AID 434989 | CHO/OX1R cells, Fluo-8 calcium fluorescence, orexin A | hit rate 0.43% among 330,000 | inhibition, % at 5 µM | O43613;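 active = inhibition above its plate's threshold, mean inhibition of all tested compounds on the plate plus 3 SD, cut at about 37% in these data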;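 note: 0% = orexin A challenge wells and 100% = SB-334867-A antagonist wells; not every result past the cut was called active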
* marks the source's active call; other numbers are inactive results. Hits appear at their usual frequency, and some 2% of all compounds hit somewhere here.

SMILES	OX1R antag-1	OX1R antag-2
O=C(COC(=O)C12CC3CC(CC(C3)C1)C2)N1CCN(S(=O)(=O)c2ccccc2)CC1	-4	-21
COc1ccccc1N1CCN(/N=C(\C)c2ccccc2O)CC1	-1	-6
COc1ccc2c(c1)CC/C(=C\c1ccc(OC)c(Cn3cccn3)c1)C2=O	34	-10
COc1cccc(OCC(O)CN(CCO)Cc2ccccc2)c1 (configuration not stated)	10	-30
O=C(COC(=O)C1CCCCC1)Nc1cccc(F)c1	9	0
CC(C)(C)c1csc(NC(=O)C2=COCCO2)n1	12	-11
CN(C)c1ccc([N+](=O)[O-])cc1C(=O)NCC(c1ccco1)N(C)C (configuration not stated)	31	-25
C/C(=N\NC(=O)c1cccc(Cl)c1)c1cccc(NC(=O)C(C)C)c1	43	-11
CC1(C)CCCC2=C1CC1C(=O)N(N)C(=O)C1C2 (configuration not stated)	6	2
Cc1cccc(C(=O)OCC(=O)N2CC(=O)Nc3ccccc32)c1C	12	13
COc1ccc(-c2nn(-c3ccccc3)cc2C(=O)N(C)CC(=O)Nc2ccc(N3CCOCC3)cc2)cc1	1	-7
N/C(=N\OC(=O)c1cccs1)c1ccccc1	4	-12
CC(C)C(=O)Nc1ccc(S(=O)(=O)N2CCC(c3nc4ccccc4[nH]3)CC2)cc1	8	-24
Brc1ccc(-c2csc(N3CCC(c4ccccc4)C3)n2)cc1 (configuration not stated)	3	12
O=C(Nc1ccc(Br)cn1)c1ccc(Cl)s1	53*	-21
C1CCCCCC(NCCN2CCNCC2)CCCCC1	21	-13
CN1C(=O)CSc2ccc(NC(=O)Nc3ccccn3)cc21	16	-10
COc1ccc(N(C(=O)c2snc(C(N)=O)c2N)C(C(=O)NC2CCCC2)c2cc(OC)ccc2OC)cc1 (configuration not stated)	23	5
c1ccc2c3c([nH]c2c1)-c1[nH]ncc1CC3	40	-19
Cc1ccc(OCCC(=O)OCC(=O)Nc2ccc(N3CCOCC3)cc2)cc1	22	-16
COc1ccc(NC(=O)CN(C)C(=O)c2oc3ccccc3c2C)cc1	7	-26
Cc1nn(CC(=O)NNC(=O)c2cccc(Br)c2)c(C)c1[N+](=O)[O-]	36	-8
Cc1cccc(C)c1NC(=O)CN(C)C(=O)c1cc(S(=O)(=O)N(C)C)ccc1N1CCCC1	11	-19
Cc1cccc(C)c1NC(=O)CNC(=O)C(C)N1CCCCC1 (configuration not stated)	-1	3
O=C(CSc1nnc(-c2ccncc2)o1)NC1CCCCC1	13	-15
O=C1CC(c2cccs2)c2cc3c(cc2N1)OCO3 (configuration not stated)	6	-4
COc1ccccc1Cc1nc2ccccc2n1S(=O)(=O)c1ccc(Cl)cc1	21	-3
Cn1cc(S(=O)(=O)NCc2ccc(F)cc2)c(=O)n(C)c1=O	11	0
COc1ccc(-c2n(Cc3ccccc3)c3ccccc3[n+]2Cc2ccccc2)cc1	16	-17
O=C(Nc1ccccc1F)C1C2C=CC3(O2)C1C(=O)N(c1cccnc1)C3C(=O)NC1CCCCC1 (configuration not stated)	10	-5
COc1cc(OC)cc(C(=O)NC2CCN(CCCOc3ccccc3)CC2)c1	5	-47
Cc1ccc(SCC(=O)NC2CCS(=O)(=O)C2)cc1C (configuration not stated)	3	-10
CSCCC(NS(=O)(=O)c1ccc(C)cc1)C(=O)N1CCCC1 (configuration not stated)	6	-8
CNC(=O)Cc1nc2ccccc2n1CC(=O)Nc1cc(C)cc(C)c1	29	-16
COCCn1c(Cc2ccccc2)nnc1SCC(=O)N1CCOCC1	-7	-13
Cc1cccc2nc(COc3ccc4ccccc4c3Br)cn12	36	-10
O=C(Nc1ccccc1N1CCOCC1)c1cc(-c2ccncc2)nc2ccccc12	14	-23
COc1ccc(S(=O)(=O)n2cnc3cc(C)c(C)cc32)cc1C	11	-5
COc1ccc(-c2cc(=O)[nH]c(N3CCN(Cc4ccccc4)CC3)n2)cc1	1	-7
CC1CCN(CC(=O)NCc2ccco2)CC1	13	-15
CCC(C)[C@H](NC(=O)Nc1ccc(S(N)(=O)=O)cc1)C(=O)OC (some centres not stated)	13	0
CC(=O)c1ccc(S(=O)(=O)N2CCC(NC(=O)Nc3cccc(F)c3)CC2)cc1	0	-16
CC1CC1C(=O)Nc1nc2ccc(Cl)cc2s1 (configuration not stated)	12	-16
CCCCCn1c(=NC(C)=O)c(C#N)cc2c(=O)n3ccccc3nc21	9	-8
Cc1cc(NC(=O)c2coc(=O)c(Br)c2)ccc1C(C)C	14	-30
C=CCn1c(-c2ccccc2)nc(=S)c2c1CC(C)(C)OC2	13	-6
O=C(N/N=C1/C(=O)c2cccc3cccc1c23)c1ccc(Cl)cc1	24	-16
COc1ccc(-c2ccnc3nc(Sc4ncc(C(F)(F)F)cc4Cl)nn23)cc1	0	-27
COc1ccccc1NC(=O)Cc1noc(CSc2nnc(C)n2C)n1	7	-11
C#CCOCCOCCOCCNc1nc(N2CCN(C(=O)[C@H](Cc3ccc(O)cc3)n3cc(C(N)CC(C)C)nn3)CC2)nc(N2CCN(C(=O)[C@H](CCC(=O)O)n3cc(C(N)[C@H](C)CC)nn3)CC2)n1 (some centres not stated)	3	-11
Continued.
SMILES	OX1R antag-1	OX1R antag-2
COc1ccc(CC(=O)OCC(=O)Nc2ccc(C(=O)Nc3ccc(OC)cc3)cc2)cc1	6	4
COc1ccc(N2CCN(C(=O)CN=C3NS(=O)(=O)C(c4ccc(C)cc4)=C3C)CC2)cc1	20	-7
C[C@]12c3[nH]c4ccccc4c3CCN1C(=O)C(CC(=O)NCc1cccc(C(F)(F)F)c1)C[C@@H]2C(=O)N1CCCCC1 (some centres not stated)	11	-25
O=C(NNC(=O)c1c(F)cccc1F)c1sccc1-n1cccc1	1	-5
Cc1cccc(CN2CCc3c([nH]c4ccccc34)C2CC(C)C)n1 (configuration not stated)	20	-19
CCCCn1c(N)c(N(CCOC)C(=O)CN2c3ccccc3CC2C)c(=O)[nH]c1=O (configuration not stated)	6	-13
O=C(CSc1nnc(-c2ccc(OC(F)F)cc2)o1)NCc1cccs1	36	-13
O=C(CCC(=O)N1CCCC(Nc2ccccc2)C1)c1ccc(F)cc1 (configuration not stated)	-3	-2
O=C(CCn1c(=S)[nH]c2cc3c(cc2c1=O)OCO3)NCc1cccc(Cl)c1	7	-6
O=C(COc1ccc(Cl)cc1Cl)Nc1ccc(CN2CCOCC2)cc1	-6	-27

Given in markdown: part of the list above
| structure | OX1R antag-1 | OX1R antag-2 |
| --- | --- | --- |
| COc1ccc(N2CCN(C(=O)CN=C3NS(=O)(=O)C(c4ccc(C)cc4)=C3C)CC2)cc1 | 20 | -7 |
| C[C@]12c3[nH]c4ccccc4c3CCN1C(=O)C(CC(=O)NCc1cccc(C(F)(F)F)c1)C[C@@H]2C(=O)N1CCCCC1 (some centres not stated) | 11 | -25 |
| O=C(NNC(=O)c1c(F)cccc1F)c1sccc1-n1cccc1 | 1 | -5 |
| Cc1cccc(CN2CCc3c([nH]c4ccccc34)C2CC(C)C)n1 (configuration not stated) | 20 | -19 |

Other records:
SMILES	OX1R antag-1	OX1R antag-2
CCNC(=O)COc1ccc(Br)cc1Cl	18	-13
O=C(CCC(=O)NCCO)NCCO	7	-6
Cc1cc(NC(=O)CCCC(=O)NCc2ccccc2)no1	13	-18
Cc1cc(C)n(-c2nnc(NCc3ccc(Cl)cc3)nn2)n1	19	-26
O=C(CSc1nnc(-c2cccs2)o1)NCC1CN(Cc2ccccc2)CCO1 (configuration not stated)	7	-19
CC1=C(CCN2CCN(C(C)C)C(CCO)C2)C(C)(C)CCC1 (configuration not stated)	12	-17
CC(=O)c1cccc(NC(=O)N2C3CCCC2CC(NC(=O)C2CC2)C3)c1 (configuration not stated)	22	-14
CCNC(=O)C(=O)NCCc1ccc(Cl)cc1	10	10
Cc1nnc(NC(=O)CCS(=O)(=O)c2ccccc2)s1	9	-2
CCN1C(=O)CC(C(=O)OC)=C1C	17	-7
Cc1c(NS(=O)(=O)c2cc(C(=O)NCc3cccnc3)ccc2Cl)c(=O)n(-c2ccccc2)n1C	8	-21
CC(C)Cn1c(N)c(C(=O)COC(=O)C2CCCN2C(=O)c2cccs2)c(=O)n(C)c1=O (configuration not stated)	13	-16
O=C(Nc1ccc(F)cc1)c1nc[nH]c1C(=O)O	5	-10
CCN(CC)C(=O)[C@H]1C[C@H](CC(=O)NCCc2ccccn2)C(=O)N2CCc3c([nH]c4cc(-c5ccco5)ccc34)[C@]12C	0	-22
Cc1ccc(N(C(=O)NC2CCCCC2)C2=NCCCCC2)cc1	10	-5
Cc1cc(NC2CCCC2)n2nc(C)c(-c3ccccc3)c2n1	4	-41
COc1ccccc1C(=O)NCC(=O)N=Nc1c(O)n(C(C)C)c2ccccc12	93*	1
CCNC(=S)Nc1cc(-c2ccc(Cl)cc2)[nH]n1	13	-13
COc1ccc2c(c1)c(CC(=O)Nc1nnc(C3CC3)s1)c(C)n2C(=O)c1ccc(Cl)cc1	-1	-18
COc1ccc(NC(=O)NNS(=O)(=O)c2ccc(OC)c(OC)c2)c(OC)c1	-5	6

5 compounds out of the list, sorted by heavy-atom count, highest first:
SMILES	OX1R antag-1	OX1R antag-2
COc1ccccc1C(=O)NCC(=O)N=Nc1c(O)n(C(C)C)c2ccccc12	93*	1
CC(=O)c1cccc(NC(=O)N2C3CCCC2CC(NC(=O)C2CC2)C3)c1 (configuration not stated)	22	-14
CCCCCn1c(=NC(C)=O)c(C#N)cc2c(=O)n3ccccc3nc21	9	-8
Cc1nn(CC(=O)NNC(=O)c2cccc(Br)c2)c(C)c1[N+](=O)[O-]	36	-8
CC(C)(C)c1csc(NC(=O)C2=COCCO2)n1	12	-11

(continued)
SMILES	OX1R antag-1	OX1R antag-2
Cc1ccc(S(=O)(=O)N(Cc2ccc(Cl)cc2)c2ccccc2C(=O)NCc2ccco2)cc1	12	-19
O=C(c1ccc(Br)cc1)c1cc(-c2ccccn2)c(N2CCOCC2)s1	14	-26
Cn1c(SCC(=O)N2CCc3ccccc3C2)nnc1-c1ccncc1	3	-8
COc1ccccc1NC(=O)NCCCCc1ccccc1	26	-7
CC(C)(C)OC(=O)NCCc1nnc(SCC(=O)Nc2cccc(Cl)c2)o1	11	-10
CCOC(=O)c1c(N)sc2c1CCC1C(=O)N(C3CCCCC3)C(=O)C21 (configuration not stated)	13	0
CCOC(=O)c1c2ccccc2[n+]([O-])n1CCO	20	-20
O=C1CN(C(=O)COC(=O)c2ccc(Cl)c(S(=O)(=O)N3CCCCC3)c2)c2ccccc2N1	9	-14
CCCCNc1nnc(SCC(=O)c2c[nH]c3ccccc23)s1	17	-14
O=C(NCCCN1CCCC1=O)c1cc2ccccc2o1	3	-1
COc1ccc(NC(=O)COC(=O)C23CC4CC(CC(O)(C4)C2)C3)cc1Cl	7	-2
O=C(c1ccccc1Br)N1N=C(c2ccccc2)CC1c1ccccc1F (configuration not stated)	15	-15
Cc1ccc(OCCNC(=O)Cn2cnc3c(=O)n(C)c(=O)n(C)c32)cc1C	1	-21
COc1ccc(N(CN2C(=O)c3ccccc3C2=O)C(=O)C(C)C)cc1	44	-9
CCc1ccc(OC(C)C(=O)N(Cc2ccccc2)C2CCS(=O)(=O)C2)cc1 (configuration not stated)	23	-18
CCC(=O)OCC(=O)Nc1ccc([N+](=O)[O-])cc1OC	40	-8
CCOc1ccccc1NC(=O)CCn1c(=O)oc2ccccc21	14	3
CCN(CC)S(=O)(=O)c1ccc(N2CCOCC2)c(NS(=O)(=O)c2ccc(C)c(C)c2)c1	11	-24
CC12C(=O)N(c3cccc4cccnc34)C(=O)C1C1C=CC2C1 (configuration not stated)	19	3
Cc1ccnc(SCc2cc(=O)c(OC(=O)c3ccc(S(=O)(=O)N4CCCC4)cc3)co2)n1	12	-5
Cc1[nH]c2ccccc2c1CCN(Cc1cccs1)C(=S)Nc1ccccc1	17	-15
COc1cc(=O)[nH]c(SC(C)C(=O)Nc2cccc3ccccc23)n1 (configuration not stated)	21	-5
COC(=O)c1sccc1N/N=C/c1cccc(OC)c1O	64	-11
O=C(COc1ccccc1)N(Cc1cccs1)C1CCS(=O)(=O)C1 (configuration not stated)	0	-17
O=C(CSc1nc2[nH]ncc2c(=O)[nH]1)c1ccccc1	14	-3
CCC1(C)Cc2ccccc2C(Nc2c(C)n(C)n(-c3ccccc3)c2=O)=N1 (configuration not stated)	13	-21
O=C(O)C1C2C=CC(C2)C1C(=O)Nc1ccc(C(=O)N2CCCCC2)c(Cl)c1 (configuration not stated)	-11	3
CC1(C)Cc2cccc(OCC(O)CNCc3ccccn3)c2O1 (configuration not stated)	16	-14
OC(Cc1cccnc1)(Cc1cccnc1)c1cc2ccccc2[nH]1	14	-16
O=C(NC(=S)Nc1cccc(C(F)(F)F)c1)c1ccc2nonc2c1	16	-3

Record cards, as listed above.
`Cc1[nH]c2ccccc2c1CCN(Cc1cccs1)C(=S)Nc1ccccc1` is listed with OX1R antag-1: 17; OX1R antag-2: -15
`O=C(COc1ccccc1)N(Cc1cccs1)C1CCS(=O)(=O)C1` (configuration not stated) is listed with OX1R antag-1: 0; OX1R antag-2: -17
`OC(Cc1cccnc1)(Cc1cccnc1)c1cc2ccccc2[nH]1` is listed with OX1R antag-1: 14; OX1R antag-2: -16

Carrying on:
SMILES	OX1R antag-1	OX1R antag-2
O=C(O)c1ccc(N2C(=O)C3C4c5ccccc5C(Br)(c5ccccc54)C3C2=O)cc1 (configuration not stated)	16	6
Cc1nn(C)c(=O)c(N)c1-c1cc(-c2ccc(Cl)c(Cl)c2)n[nH]1	9	13
CN(C)CCCN(C(=O)c1nc2ccccc2s1)c1nc2ccc(F)cc2s1	3	-9
O=C(CN1CCN(C(=O)c2cncn2-c2ccccc2)CC1)Nc1ccccc1Cl	-2	-8
N=c1c(S(=O)(=O)c2ccc(Cl)cc2)cc2c(=O)n3ccccc3nc2n1CC1CCCO1 (configuration not stated)	2	-5
CN1C(=O)/C(=C\c2cc(Br)cs2)c2ccccc21	64*	-11
CCn1c(C)nc2cc(C(=O)NNC(=S)NC(=O)c3ccccc3)ccc21	0	-11
CCCNC(=O)NC(=O)CSc1nnc(C)n1N	10	-19
CCc1nnc(NC(=O)c2ccc3ccccc3n2)s1	54	-25
CCN(CC)S(=O)(=O)c1ccc(NC(=O)COC(=O)c2c[nH]c(=O)[nH]c2=O)cc1	12	-10
